APEX1 inh: APE1 (human) endonuclease inhibition | 0.35% of 350,000 active | AID 2517 | recombinant APE1, TAMRA/BHQ-2 abasic DNA cleavage fluorescence | P27695 | Potency, µM (highest dose often 65.8 µM), inactives show at the highest dose activity change, negative = inhibition, usual class: inhibitors;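 further: potency means the concentration at half of the fitted maximal effect; plate controls were vehicle for no effect and reference inhibitor for full effect; nearly all actives have a fitted effect of over 55% in size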
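Substrate: short duplex with […] THF abasic site, 5'-TAMRA and 3'-BHQ-2, 50 nM final. APE1 at 0.75 nM, preincubated 15 min RT with compound. Fluorescence increase from first to third read measured activity.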
Pol kappa inh: blocks human DNA polymerase kappa activity. Potency, µM (series often up to 107 µM), for the others: at the highest dose activity, negative = inhibition, most hits filed as inhibitors. purified Pol kappa, fluorescent DNA synthesis assay, 10 min. AID 588579. Q9UBT6. 0.53% of 400,000 active; further: potency means the concentration at half of the fitted maximal effect; on the % scale 0 is the no-effect control and ±100 the full control effect
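Pol kappa 10 nM + cpd, 15 min RT; start w/ substrate 50 nM final; fluorescence kinetic read, 0 and 10 min. Neg ctrl: buffer, no enzyme.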
ERG Ets-DNA blk: inhibitors of human ERG Ets domain-DNA interaction | fluorescence polarization, His-ERG Ets domain / labelled DNA | Potency, µM (top dose mostly 76.9 µM), without a hit: at the highest dose FP activity, negative = inhibition, actives largely listed as inhibitors | 0.028% of 370,000 active; active means well fitted inhibition curve with a large enough effect in the polarisation, with a control signal flat; inconclusive means small, poorly fitted or top-dose-only effect, or effect the other way, or a change in a side signal; inactive means no such curve, though single readings can be large or run the other way; the % refers to the polarisation;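 further: polarization taken with two DNA probes labelled with fluorescein and Texas red; potency means the concentration at half of the fitted maximal effect; % of control where 0% means no effect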
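His-tagged ERG Ets domain (1 uM in the protein solution; 300mM KCl, 50mM Tris-HCl, 1mM EDTA, 1mM DTT, pH 7.5) received compound, then a probe mix of 5 nM fluorescein-DNA and 100nM Texas-615-DNA. Fluorescence polarization was read for both dyes.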
ALOX12 inh: blocks human arachidonate 12S-lipoxygenase | P18054 | purified 12hLO, xylenol orange hydroperoxide absorbance | Potency, µM (highest dose often 108 µM), without a hit: at the top dose activity change, negative = inhibition, hits mostly inhibitors | 1.1% of 580,000 active | AID 1671190; further: potency means the concentration at half of the fitted maximal effect; on the % scale 0 is the no-effect control and ±100 the full control effect
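Hydroperoxide product was detected by ferrous iron/xylenol orange as the 573 to 405 nm absorbance ratio. Arachidonic acid at 40 uM (final) was turned over for 30 min at room temperature by 150 nM human 12hLO, pH 7.0 Hepes buffer, after 15 min compound preincubation.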
Pol beta inh: blocks human DNA polymerase beta activity; P06746; Potency, µM (titrated, usually from 114 µM), for inactives: at the highest dose activity change, negative = inhibition, actives largely listed as inhibitors; Pol beta primer extension/strand displacement, fluorescence kinetic; 1.3% of 340,000 active; further: potency means the concentration at half of the fitted maximal effect; on the % scale 0 is the no-effect control and ±100 the full control effect
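Kinetic readout of DNA synthesis with strand displacement by Pol beta. Compound and 10 nM enzyme sit 15 min at room temperature; 50 nM substrate starts the reaction, read immediately and at 10 min.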
LDHA block: LDHA (human) enzyme inhibition; P00338; purified LDHA, NADH/diaphorase-resazurin fluorescence; active compounds read low; activity change, % (values are at about 110 or 230 µM); 0.15% of 480,000 active; in the data active means activity change below about -30%; inconclusive means mostly about -25% to -30%;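 further: plate controls were DMSO wells for no effect and wells without enzyme for full effect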
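Human LDH5 at 2 nM final in Tris HCl pH 7.4 with 0.06 mM NADH and 0.2 mM pyruvate, reacted 5 minutes at room temperature. Remaining NADH coupled via diaphorase/resazurin; resorufin fluorescence read at 0 and 20 minutes, normalized to enzyme-free and DMSO wells.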
RGS4 inh: inhibitors of human regulator of G protein signaling 4; P49798; Transcreener GDP fluorescence polarization, RGS4-accelerated GTP hydrolysis; Potency, µM (titrated, usually from 114 µM), for the others: at the top dose activity change, negative = inhibition, usual class: inhibitors; 0.039% of 390,000 active; AID 504845; further: potency means the concentration at half of the fitted maximal effect; on the % scale 0 is the no-effect control and ±100 the full control effect; nearly all actives have a fitted effect of over 75% in size; some results filed as inactive show a strong effect at the top dose
Target sequence (P49798 whole entry, looked up): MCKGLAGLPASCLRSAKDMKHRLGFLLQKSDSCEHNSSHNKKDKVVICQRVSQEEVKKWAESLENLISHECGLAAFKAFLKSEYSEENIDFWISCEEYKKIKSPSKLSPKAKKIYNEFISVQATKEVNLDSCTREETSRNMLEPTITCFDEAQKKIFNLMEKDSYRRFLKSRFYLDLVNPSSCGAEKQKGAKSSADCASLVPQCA
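MLSMR compounds (23 nl, pin-transferred) preincubated 10 min at room temperature with a 500nM (2x) first reagent, then RGS4 at 900nM (2x) plus Transcreener GDP mix added; fluorescence polarization (620/688 nm) read before and after 90 min at 30 °C.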
Pol eta inh: inhibitors of human DNA polymerase eta; Q9Y253; recombinant Pol eta, fluorescent DNA replication assay; Potency, µM (top dose mostly 114 µM), for the others: top-dose activity change, negative = inhibition, actives largely listed as inhibitors; 1.2% of 390,000 active; AID 588591; further: potency means the concentration at half of the fitted maximal effect; on the % scale 0 is the no-effect control and ±100 the full control effect
Target sequence (Q9Y253 whole entry, looked up): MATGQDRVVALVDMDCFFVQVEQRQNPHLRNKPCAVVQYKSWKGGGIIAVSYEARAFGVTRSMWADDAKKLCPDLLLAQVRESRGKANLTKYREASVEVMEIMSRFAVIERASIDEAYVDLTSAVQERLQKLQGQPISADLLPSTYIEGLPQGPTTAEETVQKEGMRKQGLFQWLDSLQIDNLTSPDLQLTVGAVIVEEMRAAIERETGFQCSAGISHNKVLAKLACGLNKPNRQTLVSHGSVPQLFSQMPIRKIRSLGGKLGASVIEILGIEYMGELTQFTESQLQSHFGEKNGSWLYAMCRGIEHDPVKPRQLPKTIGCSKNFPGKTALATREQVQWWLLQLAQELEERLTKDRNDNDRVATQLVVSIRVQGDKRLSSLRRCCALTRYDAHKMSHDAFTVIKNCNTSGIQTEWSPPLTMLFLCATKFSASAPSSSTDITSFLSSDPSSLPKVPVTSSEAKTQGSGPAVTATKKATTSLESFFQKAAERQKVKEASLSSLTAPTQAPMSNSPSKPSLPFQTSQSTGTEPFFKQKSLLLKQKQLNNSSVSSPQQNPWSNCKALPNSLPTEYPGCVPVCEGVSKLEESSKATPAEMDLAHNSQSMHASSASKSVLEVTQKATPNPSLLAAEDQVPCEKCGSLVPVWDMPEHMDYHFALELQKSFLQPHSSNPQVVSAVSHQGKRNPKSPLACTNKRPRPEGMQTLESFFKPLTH
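Pol eta (10 nM) was preincubated with compounds for 15 min at room temperature, after which fluorescent replication substrate (50 nM final) was added to start the reaction. Fluorescence was read kinetically at 0 and 10 min.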
Apoferritin bind: binds horse apoferritin like a general anesthetic; P02791; apoferritin/1-aminoanthracene competitive binding, fluorescence; Potency, µM (doses to about 77.5 µM), inactives show at the highest dose activity change, negative = displacement, usual class: inhibitors; 0.074% of 350,000 active; further: potency means the concentration at half of the fitted maximal effect; on the % scale 0 is the no-effect control and ±100 the full control effect; nearly all actives have a fitted effect of over 20% in size
Target sequence (P02791 2-175 limits assumed): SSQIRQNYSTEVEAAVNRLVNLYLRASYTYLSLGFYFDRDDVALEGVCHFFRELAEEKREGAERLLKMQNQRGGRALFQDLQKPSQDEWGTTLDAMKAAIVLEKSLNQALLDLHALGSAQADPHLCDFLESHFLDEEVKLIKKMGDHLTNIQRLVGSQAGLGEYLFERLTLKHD
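Apoferritin-based anesthetic binding model; compound displacement of fluorescent 1-AMA measured as endpoint fluorescence after 10 minutes at room temperature, scaled to free-ligand and complex controls.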
Starred values were filed as active, the others as inactive; u = inconclusive; x = no result given; & = joins results of further samples; [ ] = dose if it differs, or a comment. Unless noted, the call rests on the fitted dose curve; in most records, active means well fitted curve in the direction sought with a large enough effect; inconclusive means small, poorly fitted or top-dose-only effect, or another doubt; inactive means no such curve, though single readings can be large; an effect the other way counts as inactive or inconclusive.

SMILES | APEX1 inh | Pol kappa inh | ERG Ets-DNA blk | ALOX12 inh | Pol beta inh | LDHA block | RGS4 inh | Pol eta inh | Apoferritin bind
O=C(NCCc1ccc(Cl)cc1)c1ccc2c(c1)OCCO2 | -8.4% | -16.2% | 3.3% | 0.0% | -3.2% | -3.6 | -14.2% | -7.6% | -8.8%
COc1ccc(OC)c(S(=O)(=O)NCCC2=CCCCC2)c1 | 0.6% | 2.1% | 3.8% | -16.7% | 3.2% | 4.5 | -0.5% | -16.3% | -5.8%
COC(=O)c1ccc(C2Nc3ccccc3NC3=C2C(=O)CC(C)(C)C3)cc1 (centres undefined) | 11.0% | -1.4% | 0.3% | 26.0% | 39.1% | -1.5 | 13.9% | -16.2% | 5.4%
Cc1ccc(NC(=S)N(CCCN(C)C)Cc2cc3cc4c(cc3[nH]c2=O)OCO4)c(C)c1 | 4.6% | -8.8% | 1.4% | -5.1% | 14.4% | -8.7 | 11.6% | -19.8% | -16.3%
CCOC(=O)c1cc2c(=O)n3ccccc3nc2n(CC2CCCO2)c1=NC(=O)c1ccc(OC)cc1OC (centres undefined) | x | -15.3% | -1.4% | -26.9% | 36.5% | -4.6 | 3.8% | -15.2% | 276.4%[activator]
Cc1cc(Nc2ccc(F)cc2F)n2nc(C)nc2n1 | -2.8% | -12.2% | -1.6% | -2.0% | -0.6% | -5.5 | -5.7% | -27.9% | 8.4%
Cc1ccc(-c2cc(C(=O)N3CCN(c4ccc(F)cc4)CC3)c3ccccc3n2)o1 | u | -21.0% | -1.6% | 14.1µM* | 28.2µM* | -0.1 | -49.2% | u | -2.4%
CC(=O)Nc1ccc(NC(=O)C(C)OC(=O)c2cc(S(=O)(=O)N3CCOCC3)ccc2Cl)cc1 (centres undefined) | 33.3% | -1.2% | -11.5% | -1.9% | x | 0.3 | -29.5% | -13.6% | x
COc1ccc(CC(=O)Nc2cc(Cl)ccc2N2CCCC2)cc1 | -8.9% | -13.0% | 25.3% | 97.9%[activator] | 4.9% | 3.4 | 14.4% | 3.0% | -4.8%
COc1ccc(-c2nnn3c2nc(NCc2ccccc2)c2ccccc23)cc1 | -10.7% | 1.5%&-29.2% | 0.3%&1.7% | -3.4%&0.0% | u | -9.4&4.4 | -8.0%&10.4% | 2.8%&-17.9% | -1.5%&15.6%
Cc1cc(C(=O)COC(=O)c2cc(Cl)ccc2N)c(C)n1Cc1ccco1 | 7.4% | -41.3% | 1.0% | u | 39.8µM* | 4.1 | -6.4% | -16.1% | -4.0%
O=C(CN1C(=O)c2cccnc2Oc2ccc(Cl)cc21)NCCc1ccccc1 | 84.1%[activator] | -0.1%&-1.4% | 5.4%&-1.3% | -10.5%&-15.4% | 3.9%&3.9% | -13.1&-15.6 | 16.0%&-14.7% | -6.8%&-9.4% | 3.2%&-14.8%
COc1ccccc1CNC(=O)C1CCCN(S(=O)(=O)c2ccc3c(c2)C(C)(C)C(=O)N3C)C1 (centres undefined) | 14.8% | -2.0% | 3.3% | -4.3% | 36.9% | -0.9 | 3.6% | -9.7% | -17.6%
COc1ccc(C(=O)N2CCCC(C(=O)c3ccccc3OC)C2)cc1OC (centres undefined) | 5.0% | 3.2% | 4.8% | -8.4% | 41.5% | -1.9 | -16.6%[56.9 µM] | -21.3% | 1.9%
COc1ccc(/C=N/N2CCN(c3ccccc3)CC2)cc1Br | 16.5% | 0.4% | 6.3% | u | 9.4% | -6.4 | 2.6% | -18.6% | -2.0%
COC(=O)Nc1nnc(SCc2ccc(C)cc2)s1 | 3.8% | -16.2% | 8.4% | -14.7% | -11.1% | -3.3 | 18.6% | 5.6% | -3.5%
Cc1cccc(NC(=O)C2CCC(CNS(=O)(=O)c3ccc(Br)s3)CC2)c1 (centres undefined) | x | -6.7% | 0.6% | -24.9% | -19.3% | -4.4 | 5.8% | 0.0% | 1.5%
O=C(COc1ccc(-c2ccccc2)cc1)N1CCCC1 | 11.5% | -0.2% | 12.5% | -13.7% | -26.6% | -4.8 | 7.2% | -19.4% | -10.5%
C=CCC[C@@H](Cc1ccc(F)cc1)C(=O)OCCNC(=O)[C@@H](CC=C)CC(=O)N(CCO)Cc1ccccc1 | 15.1% | -5.1% | -16.4% | -11.9% | x | 0.9 | 4.3% | -21.8% | x
CCCc1c(C)nn(-c2ncccc2[N+](=O)[O-])c1C | -0.3% | -1.8% | 6.5% | -19.0% | 1.7% | -1.2 | 6.8% | -10.5% | u

Next section; it opens with the 3 that closed the last part.
SMILES | APEX1 inh | Pol kappa inh | ERG Ets-DNA blk | ALOX12 inh | Pol beta inh | LDHA block | RGS4 inh | Pol eta inh | Apoferritin bind
O=C(COc1ccc(-c2ccccc2)cc1)N1CCCC1 | 11.5% | -0.2% | 12.5% | -13.7% | -26.6% | -4.8 | 7.2% | -19.4% | -10.5%
C=CCC[C@@H](Cc1ccc(F)cc1)C(=O)OCCNC(=O)[C@@H](CC=C)CC(=O)N(CCO)Cc1ccccc1 | 15.1% | -5.1% | -16.4% | -11.9% | x | 0.9 | 4.3% | -21.8% | x
CCCc1c(C)nn(-c2ncccc2[N+](=O)[O-])c1C | -0.3% | -1.8% | 6.5% | -19.0% | 1.7% | -1.2 | 6.8% | -10.5% | u
O=C(Nc1cccc(S(=O)(=O)NC2=NCCCCC2)c1)c1cc(-c2ccco2)nc2ccccc12 | 12.6µM* | 79.4µM* | 14.6% | u | 7.94µM* | -4.0 | u | u | -3.4%
O=C(NCCN1C(=O)C2C3C=CC(C3)C2C1=O)N1CCOCC1 (centres undefined) | 3.1% | 0.0% | -11.4% | 434.6%[activator] | -9.2% | -6.6 | 1.0% | -10.4% | -4.9%
Cc1cc(-c2nn(-c3ccccc3F)cc2CN2CCCC(C(N)=O)C2)c(C)s1 (centres undefined) | 11.4% | 4.6% | -10.0% | 9.3% | 15.4% | -0.7 | -7.6% | -9.2% | -7.7%
O=C(O)c1nc(-c2ccccc2)n(-c2ccccc2)n1 | 6.6% | -3.6% | -3.1% | u | 8.4% | -2.2 | -8.9% | -17.5% | 3.3%
COc1ccc(-c2nc(C(F)(F)F)c(OC)o2)cc1OC | 2.1% | -12.1% | 4.1% | -23.3% | 2.2% | -5.2 | 16.0% | -12.3% | 2.1%
CCCN(CC(=O)Nc1ccccc1OC)C(=O)CSC(=S)N1CCCC1 | 15.4% | -0.3% | 3.9% | 325.8%[activator] | x | -3.0 | 21.1% | -10.5% | x
Cc1ccc(Cc2c(C)nc3nc(SCC(=O)NCCC(C)C)nn3c2C)cc1 | x | -5.5% | -0.1% | -19.7% | 0.4% | -0.5 | 19.0% | 9.9% | -19.9%
CN(C)N1C(N)=C(C#N)C(c2ccc(Br)cc2)C2=C1CC(C)(C)CC2=O (centres undefined) | -6.6% | -3.1% | 9.1% | 1.4% | 0.3% | -13.4 | 17.5% | -8.5% | 0.8%
CCn1c(COc2cccc(OC)c2)nnc1SCC(=O)Nc1cccc(OC)c1 | 25.6% | -21.7% | -6.0% | -12.8% | 12.1% | 0.2 | 14.1% | 0.7% | u
COCCCNC(=O)CCC(=O)NNc1nc2ccccc2c2nc(-c3ccccc3)nn12 | 2.5% | -13.7%&-2.6% | -15.2%&-2.0% | 0.6%&18.8% | -8.1%&33.5% | -5.7&-4.3 | 9.7%&-24.3% | -7.8%&3.0% | -9.4%&1.1%
CC(=O)C(Sc1ccc2nnc(-c3ccc(C)cc3)n2n1)C(C)=O | -14.7% | 3.1% | -0.6% | u | -2.1% | 2.1 | -27.5% | -13.1% | -2.7%
Cc1ccc(OCC(=O)Nc2cccc(-c3nnc(-c4ccccc4)o3)c2)c(C)c1 | 3.1% | -8.3% | -5.4% | 0.0% | u | -7.4 | -36.2% | -6.5% | -3.1%
CCOC(=O)c1c(NC(=O)CSc2nnc3c(n2)[nH]c2ccccc23)sc2c1CCN(C)C2 | x | -6.0% | -5.8% | 103.1%[activator] | x | -1.9 | u | u | x
O=C(/C=C/c1ccc2ccccc2n1)N1CCN(S(=O)(=O)c2ccccc2F)CC1 | 0.0% | 1.7% | 9.3% | -2.5% | 0.8% | -0.6 | 27.5% | -12.1% | -16.1%
C[C@]12c3[nH]c4ccc(Cl)cc4c3CCN1C(=O)[C@@H](CC(=O)NCCc1ccccn1)C[C@@H]2C(=O)N1CCCCC1 | 5.2% | -0.1% | 1.1% | -2.3% | x | -2.3 | -8.6% | -21.4% | x
CC1CCN(c2c(NCc3ccc(C(=O)N(C)C4CCCCC4)cc3)c(=O)c2=O)CC1 | 6.1% | -10.8% | 23.3% | 16.0% | 1.1% | -4.0 | 2.9% | -13.5% | -7.9%
CC1CN(C(=O)CCC(=O)NCc2cccs2)c2cc(Cl)ccc2O1 (centres undefined) | x | 2.9% | -3.0% | u | -15.9% | -0.3 | -13.0% | -11.9% | -3.3%
COc1ccc(CC(=O)NCC(=O)N/N=C/c2ccc(C)o2)cc1 | -0.2% | 3.7% | -0.2% | -4.5% | -1.2% | -5.4 | 7.6% | -0.9% | -3.5%
NC(=O)c1c(NC(=O)CSc2nnc(-c3ccccc3)n2CC2CCCO2)sc2c1CCC2 (centres undefined) | 5.3% | -16.0% | -3.4% | 4.3% | -1.3% | -6.2 | -15.7% | 3.3% | 2.9%
Nc1nc2c(s1)C(=O)CCC2 | 1.8% | 2.3% | -0.4% | 0.0% | 0.7% | -2.9 | -23.3% | 1.5% | -10.0%

Bioassay records as filed in PubChem BioAssay.

An excerpt. The share of hits here may be higher or lower than overall.
